TDP2 absorb: blocks human TDP2 phosphodiesterase activity | O95551 | recombinant TDP2, T5PNP hydrolysis, p-nitrophenol absorbance 415 nm | inhibition, % at 12.8 µM | 370,000 tested, 0.34% active;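 active means inhibition above the mean of all tested compounds plus 3 SD, set per campaign, cut at about 25% in these data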;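 further: 0% = DMSO with enzyme and 100% = buffer with substrate but no TDP2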
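System – recombinant human TDP2 · Quantity – TDP2 enzyme at 120 nM final · Doses – single concentration, 12.8 µM nominal, with 1% DMSO · Incubation – 2 h at 37 °C · Measured by – epi absorbance of p-nitrophenol freed from T5PNP by hydrolysis · Read-out – % inhibition relative to enzyme-containing and enzyme-free wells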
SIAE primary: inhibitors of human sialic acid acetylesterase SIAE; Q9HAT2; SIAE FP-Rh probe binding, fluorescence polarization; inhibition, % at 9.66 µM; 370,000 tested, 0.69% active; AID 1053197;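 active means inhibition above a cutoff: mean of compounds within the control limits plus 3 SD of those, cut at about 17% in these data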;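 further: 0% = plate median of compound wells and 100% = probe without SIAE protein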
PLC-beta3 inh: PLC-beta3 (human) inhibition, primary screen. 370,000 tested, 0.18% active. Q01970. inhibition, % at 12.2 µM. AID 720704. Purified PLC-beta3, fluorogenic substrate, fluorescence; in the data active means inhibition above about 11%;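 further: 0% = median of compound wells on plate and 100% = full blocker control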
ARFGAP1 inh: rat ARFGAP1 inhibition | Q62848 | Arfgap1-stimulated ARF1 GTP hydrolysis, GDP FP detection | inhibition, % at 16.5 µM | 360,000 tested, 0.26% active | AID 651572;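 active means inhibition above a per-plate limit, mean inhibition of low control wells plus 3 SD, cut at about 25% in these data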;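 further: 0% = DMSO wells with enzyme and 100% = wells lacking Arfgap1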
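system = rat Arfgap1 catalytic domain, aa 1-136 | technique = FP, GDP Alexa 633 tracer displaced from anti-GDP antibody, 620/688 nm | compound = one concentration, 16.5 µM, DMSO 1.26% | medium = HEPES-based buffer, pH 7.5 | timing = compound-enzyme preincubation 20 min, reaction 120 min, detection 60 min, 25 °C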
ADAM17 inh: inhibits human ADAM17; 370,000 tested, 0.83% active; P78536; recombinant ADAM17, EDANS/DABCYL FRET peptide cleavage; inhibition, % at 6.95 µM;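 active means inhibition above the mean of compounds lying between control limits plus 3 SD, set per campaign, cut at about 8.5% in these data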;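 further: 0% = DMSO-only wells as the low control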
Target sequence (P78536 215-824 limits assumed): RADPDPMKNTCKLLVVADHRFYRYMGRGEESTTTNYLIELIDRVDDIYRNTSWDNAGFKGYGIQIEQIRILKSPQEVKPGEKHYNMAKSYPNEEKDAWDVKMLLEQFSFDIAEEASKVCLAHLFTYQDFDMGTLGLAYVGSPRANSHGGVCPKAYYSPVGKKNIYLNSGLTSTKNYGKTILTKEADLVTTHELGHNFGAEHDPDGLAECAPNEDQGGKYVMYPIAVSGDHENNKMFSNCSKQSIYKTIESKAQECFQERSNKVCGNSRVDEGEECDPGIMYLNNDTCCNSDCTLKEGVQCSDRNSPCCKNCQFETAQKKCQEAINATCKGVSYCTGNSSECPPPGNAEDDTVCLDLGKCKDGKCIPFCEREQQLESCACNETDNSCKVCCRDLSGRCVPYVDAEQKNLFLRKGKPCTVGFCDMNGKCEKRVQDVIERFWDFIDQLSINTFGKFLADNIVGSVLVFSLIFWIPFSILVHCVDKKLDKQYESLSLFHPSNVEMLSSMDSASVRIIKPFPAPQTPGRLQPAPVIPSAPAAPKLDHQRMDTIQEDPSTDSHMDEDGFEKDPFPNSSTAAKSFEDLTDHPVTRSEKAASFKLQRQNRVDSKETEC
PLCg1 inh: PLC-gamma1 (human) inhibition, primary screen | P19174 | purified PLC-gamma1, fluorogenic substrate, fluorescence | inhibition, % at 12.2 µM | 370,000 tested, 0.84% active; in the data active means inhibition above about 9.5%
ASAP1 inh: inhibitors of human ASAP1 ArfGAP activity; Q9ULH1; ASAP1-stimulated ARF1 GTP hydrolysis, GDP FP detection; inhibition, % at 16.5 µM; 360,000 tested, 0.19% active; AID 624377; in the data active means inhibition above about 25%;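 further: 0% = vehicle with enzyme and substrate and 100% = no enzyme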
Target sequence (Q9ULH1 325-724 limits assumed): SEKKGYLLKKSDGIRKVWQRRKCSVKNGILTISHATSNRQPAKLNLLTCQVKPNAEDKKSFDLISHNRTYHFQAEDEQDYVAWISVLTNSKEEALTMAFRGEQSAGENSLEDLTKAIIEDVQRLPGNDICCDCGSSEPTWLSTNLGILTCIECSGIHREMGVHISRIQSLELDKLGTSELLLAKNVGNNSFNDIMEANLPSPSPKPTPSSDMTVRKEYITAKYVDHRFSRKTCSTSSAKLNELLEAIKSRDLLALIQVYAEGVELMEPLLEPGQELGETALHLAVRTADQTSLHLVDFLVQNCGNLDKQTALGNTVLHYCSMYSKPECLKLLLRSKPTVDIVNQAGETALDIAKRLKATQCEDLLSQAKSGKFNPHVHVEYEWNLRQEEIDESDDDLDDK
ADAM10 inh: inhibitors of human ADAM10; inhibition, % at 7 µM; 370,000 tested, 0.62% active; recombinant ADAM10, EDANS/DABCYL FRET peptide cleavage, 3 h;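 active means inhibition above a per-campaign cutoff equal to the mean of compounds falling between control-based bounds plus 3 SD, cut at about 20% in these data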;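 further: 0% = DMSO wells while the 100% control is not disclosed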
DDE Tn6 FP inh: inhibitors of Tn6 peptide binding to human fibrin DD(E); inhibition, % at 8.3 µM; P02675; AID 720509; 370,000 tested, 0.21% active; Fibrin DD(E) TRITC-Tn6 fluorescence polarization displacement;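 active means inhibition above a per-campaign cutoff: mean of compounds within control limits plus 3 SD, cut at about 15% in these data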;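 further: 0% = median of all compound wells on the plate and 100% = blocking peptide control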
Tn7 DDE FP: inhibitors of Tn7 peptide binding to human fibrin DD(E) | inhibition, % at 8.3 µM | FP displacement of FITC-Tn7 peptide from fibrin DD(E); 0% = median of compound wells per plate | 370,000 tested, 0.13% active;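 active means inhibition above the mean of compounds falling within the control limits plus 3 SD of them, cut at about 14% in these data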;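 further: 0% = plate median of compound wells and 100% = 10 µM Aha-Tn7 peptide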
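Also added: labelled Tn7 tracer, 0.1 µM; Assay system: human fibrin DD(E) protein; Amount: 2 µM fibrin DD(E); Schedule: 10 min compound pre-incubation, 3 h probe incubation at room temperature; Repeats: one replicate per compound; Read-out basis: percent inhibition; Measured by: fluorescence polarization of the labelled Tn7 tracer.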
* marks the source's active call; other numbers are inactive results.

`CCN(C)c1ccc(/C=N\n2nnnc2N)cc1` gave TDP2 absorb -1, SIAE primary -1, PLC-beta3 inh -423, ARFGAP1 inh -7, ADAM17 inh -91, PLCg1 inh -304, ASAP1 inh -7, ADAM10 inh -381, DDE Tn6 FP inh -4 and Tn7 DDE FP 2.
`CC1(C(=O)Nc2ccc3nc[nH]c3c2)CCN1C(=O)Cc1ccc(-c2ccccc2)cc1` (stereo not drawn) gave TDP2 absorb -3, SIAE primary -8, PLC-beta3 inh -5, ARFGAP1 inh 9, ADAM17 inh -1, PLCg1 inh 3, ASAP1 inh 6, ADAM10 inh -8, DDE Tn6 FP inh -18 and Tn7 DDE FP -3.
For CC(C)CC(=O)N1CCN(c2ccc([N+](=O)[O-])c(NCc3ccccc3)c2)CC1 the results were TDP2 absorb -16, SIAE primary -5, PLC-beta3 inh 8, ARFGAP1 inh -2, ADAM17 inh 13*, PLCg1 inh 13*, ASAP1 inh 2, ADAM10 inh 18, DDE Tn6 FP inh 0 and Tn7 DDE FP 2.
`CCc1cc2c(=O)n(-c3ccc(C)cc3)cnc2s1` gave TDP2 absorb 2, SIAE primary 16, PLC-beta3 inh 4, ARFGAP1 inh -5, ADAM17 inh -1, PLCg1 inh -3, ASAP1 inh -8, ADAM10 inh 2, DDE Tn6 FP inh -4 and Tn7 DDE FP 3.
For COc1ccc(/C=C/C(=O)NCC(=O)N/N=C(/CCC(=O)O)c2ccccc2)cc1 the results were TDP2 absorb 4, SIAE primary 3, PLC-beta3 inh -10, ARFGAP1 inh 6, ADAM17 inh -4, PLCg1 inh -2, ASAP1 inh 9, ADAM10 inh 2, DDE Tn6 FP inh 6 and Tn7 DDE FP 10.
`Cc1ccc(OCC(=O)NNC(=O)C2CCC2)cc1C` gave TDP2 absorb -9, SIAE primary 6, PLC-beta3 inh -3, ARFGAP1 inh -2, ADAM17 inh 0, PLCg1 inh 2, ASAP1 inh 2, ADAM10 inh 0, DDE Tn6 FP inh 6 and Tn7 DDE FP -1.
Cc1ccc(-n2cc(-c3ccccc3)c3c(N4CCOCC4)ncnc32)cc1 was read as TDP2 absorb -3, SIAE primary -2, PLC-beta3 inh -8, ARFGAP1 inh -2, ADAM17 inh 2, PLCg1 inh -4, ASAP1 inh -10, ADAM10 inh 9, DDE Tn6 FP inh -5 and Tn7 DDE FP 3.
For Cc1sc2nc(CSC(C)C(=O)NC3(C#N)CCCCC3)[nH]c(=O)c2c1C (stereo not drawn) the results were TDP2 absorb -8, SIAE primary -1, PLC-beta3 inh -28, ARFGAP1 inh 8, ADAM17 inh -9, PLCg1 inh -24, ASAP1 inh -11, ADAM10 inh -30, DDE Tn6 FP inh 10 and Tn7 DDE FP 2.
Screening CCOC(=O)c1nn(-c2ccccc2F)c2nc(-c3ccco3)c(C#N)c(=O)n12 returned TDP2 absorb -8, SIAE primary -2, PLC-beta3 inh -30, ARFGAP1 inh 13, ADAM17 inh -11, PLCg1 inh -23, ASAP1 inh 2, ADAM10 inh -54, DDE Tn6 FP inh -5 and Tn7 DDE FP -3.
For CCOc1ccc(-n2c(SCC(=O)NN=Cc3ccc(C(=O)O)cc3)nnc2-c2cccnc2)cc1 the results were TDP2 absorb 5, SIAE primary -5, PLC-beta3 inh 5, ADAM17 inh 1, PLCg1 inh 0, ADAM10 inh -3, DDE Tn6 FP inh -3 and Tn7 DDE FP -6.
COc1ccc(C(=O)Nc2ccc(Cl)cn2)cc1Cl was read as TDP2 absorb -2, SIAE primary -2, PLC-beta3 inh 3, ARFGAP1 inh 6, ADAM17 inh -1, PLCg1 inh -1, ASAP1 inh 2, ADAM10 inh 7, DDE Tn6 FP inh -7 and Tn7 DDE FP 2.
COc1cc(S(=O)(=O)N2CCN(Cc3cccs3)CC2)ccc1NC(C)=O was read as TDP2 absorb -6, SIAE primary 2, PLC-beta3 inh -2, ARFGAP1 inh 1, ADAM17 inh 2, PLCg1 inh 3, ASAP1 inh 6, ADAM10 inh 17, DDE Tn6 FP inh 1 and Tn7 DDE FP 8.
For CCc1ccc(NC(=O)CSc2ccc(-c3cccnc3)nn2)cc1 the results were TDP2 absorb 9, SIAE primary -1, PLC-beta3 inh -7, ARFGAP1 inh 8, ADAM17 inh -1, PLCg1 inh 2, ASAP1 inh 16, ADAM10 inh 3, DDE Tn6 FP inh -7 and Tn7 DDE FP -1.
For CC1(c2ccco2)NC(=O)NC1=O (stereo not drawn) the results were TDP2 absorb -5, SIAE primary -5, PLC-beta3 inh -3, ARFGAP1 inh 4, ADAM17 inh 2, PLCg1 inh 5, ASAP1 inh -8, ADAM10 inh 12, DDE Tn6 FP inh -3 and Tn7 DDE FP -4.
`CC(C)(C)OC(=O)N1CCC(Cc2cc(-c3ccc(Cl)cc3)no2)(C(=O)O)CC1` gave TDP2 absorb -4, SIAE primary 7, PLC-beta3 inh 1, ARFGAP1 inh -11, ADAM17 inh 0, PLCg1 inh 2, ASAP1 inh -9, ADAM10 inh 8, DDE Tn6 FP inh 3 and Tn7 DDE FP -6.

4 compounds already listed, ordered by heavy-atom count, low to high.
For CCc1ccc(NC(=O)CSc2ccc(-c3cccnc3)nn2)cc1 the results were TDP2 absorb 9, SIAE primary -1, PLC-beta3 inh -7, ARFGAP1 inh 8, ADAM17 inh -1, PLCg1 inh 2, ASAP1 inh 16, ADAM10 inh 3, DDE Tn6 FP inh -7 and Tn7 DDE FP -1.
For Cc1sc2nc(CSC(C)C(=O)NC3(C#N)CCCCC3)[nH]c(=O)c2c1C (stereo not drawn) the results were TDP2 absorb -8, SIAE primary -1, PLC-beta3 inh -28, ARFGAP1 inh 8, ADAM17 inh -9, PLCg1 inh -24, ASAP1 inh -11, ADAM10 inh -30, DDE Tn6 FP inh 10 and Tn7 DDE FP 2.
Cc1ccc(-n2cc(-c3ccccc3)c3c(N4CCOCC4)ncnc32)cc1 was read as TDP2 absorb -3, SIAE primary -2, PLC-beta3 inh -8, ARFGAP1 inh -2, ADAM17 inh 2, PLCg1 inh -4, ASAP1 inh -10, ADAM10 inh 9, DDE Tn6 FP inh -5 and Tn7 DDE FP 3.
For CCOc1ccc(-n2c(SCC(=O)NN=Cc3ccc(C(=O)O)cc3)nnc2-c2cccnc2)cc1 the results were TDP2 absorb 5, SIAE primary -5, PLC-beta3 inh 5, ADAM17 inh 1, PLCg1 inh 0, ADAM10 inh -3, DDE Tn6 FP inh -3 and Tn7 DDE FP -6.

Next records.
COc1ccccc1N1C(=O)C2C(C(=O)c3ccccc3)=NN(c3ccccc3)C2C1=O (stereo not drawn) was read as TDP2 absorb -5, SIAE primary -4, PLC-beta3 inh -98, ARFGAP1 inh 2, ADAM17 inh 0, PLCg1 inh -68, ASAP1 inh 5, ADAM10 inh -2, DDE Tn6 FP inh 6 and Tn7 DDE FP -5.
Screening COC(=O)[C@@]1(C)[C@H]2C(=O)N(Cc3ccccc3)C(=O)[C@H]2[C@H]2CN=C(SCC3CC3)N21 returned TDP2 absorb -2, SIAE primary 6, PLC-beta3 inh 2, ARFGAP1 inh 9, ADAM17 inh -2, PLCg1 inh 1, ASAP1 inh 0, ADAM10 inh -4, DDE Tn6 FP inh 8 and Tn7 DDE FP 11.
`COC1=C(C)C(O)=C(C(=O)/C=C/c2ccccc2)C(=O)C1(C)C` gave TDP2 absorb -1, SIAE primary 0, PLC-beta3 inh -1, ARFGAP1 inh 12, ADAM17 inh 4, PLCg1 inh 2, ASAP1 inh 6, ADAM10 inh 7, DDE Tn6 FP inh 1 and Tn7 DDE FP -1.
O=C(COC(=O)c1ccc(F)cc1Cl)NC1CCS(=O)(=O)C1 (stereo not drawn) was read as TDP2 absorb 5, SIAE primary 4, PLC-beta3 inh -4, ARFGAP1 inh 2, ADAM17 inh 0, PLCg1 inh 3, ASAP1 inh -3, ADAM10 inh -9, DDE Tn6 FP inh -2 and Tn7 DDE FP -2.
`O=C(c1ccc(-n2cccn2)cc1)N1CCc2ccccc2C1` gave TDP2 absorb 13, SIAE primary -2, PLC-beta3 inh -6, ARFGAP1 inh 2, ADAM17 inh 1, PLCg1 inh -4, ASAP1 inh 11, ADAM10 inh 0, DDE Tn6 FP inh -3 and Tn7 DDE FP 7.
Screening CN[C@H]1C[C@H]2c3[nH]c4c(-c5ccc6c(c5)OCO6)cccc4c3CCN2C(=O)[C@H]1[C@H](C)O returned TDP2 absorb -3, SIAE primary 1, PLC-beta3 inh -109, ARFGAP1 inh 5, ADAM17 inh -37, PLCg1 inh -75, ASAP1 inh 6, ADAM10 inh -101, DDE Tn6 FP inh 1 and Tn7 DDE FP 7.
CC(C)C1Cc2[nH][nH]c(=O)c2C(C2CC2)O1 (stereo not drawn) was read as TDP2 absorb 2, SIAE primary 6, PLC-beta3 inh 1, ARFGAP1 inh 17, ADAM17 inh 2, PLCg1 inh 1, ASAP1 inh -11, ADAM10 inh -6, DDE Tn6 FP inh 6 and Tn7 DDE FP -5.
O=C(C(=Cc1ccc(F)cc1)C(=O)c1ccccc1)c1ccccc1 was read as TDP2 absorb 0, SIAE primary -6, PLC-beta3 inh 2, ARFGAP1 inh 2, ADAM17 inh 1, PLCg1 inh 0, ASAP1 inh -1, ADAM10 inh -9, DDE Tn6 FP inh 2 and Tn7 DDE FP 1.
Screening Cc1ccccc1C(=O)c1cccn1CC(=O)NCc1ccc2c(c1)OCO2 returned TDP2 absorb -8, SIAE primary -1, PLC-beta3 inh 1, ARFGAP1 inh 21, ADAM17 inh -1, PLCg1 inh 2, ASAP1 inh 6, ADAM10 inh -3, DDE Tn6 FP inh -5 and Tn7 DDE FP -5.
Screening COc1ccc(C(=O)Nc2ccc(C)cn2)cc1S(=O)(=O)N1CCCc2ccccc21 returned TDP2 absorb -14, SIAE primary -6, PLC-beta3 inh 1, ARFGAP1 inh 20, ADAM17 inh 3, PLCg1 inh 9, ASAP1 inh 9, ADAM10 inh 3, DDE Tn6 FP inh -2 and Tn7 DDE FP -8.
For COc1ccc(OC)c(CN2CCN(C(=O)c3cccs3)CC2)c1 the results were TDP2 absorb -4, SIAE primary 0, PLC-beta3 inh 3, ARFGAP1 inh 17, ADAM17 inh 0, PLCg1 inh 5, ASAP1 inh 17, ADAM10 inh 8, DDE Tn6 FP inh -3 and Tn7 DDE FP 6.
